Scp-1 inhibitor = Scp-1 phosphatase inhibitors, primary screen, biochemical, colorimetric, uHTS; 0.88% of 340,000 active; AID 493091, 2011; inhibition, % at 20 µM; Carboxy-terminal domain RNA polymerase II polypeptide A small phosphatase 1 (Homo …; Recombinant Scp1, phosphopeptide, malachite green phosphate absorbance;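 active means inhibition above about 50% at 20 µM, limit read from the data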;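 further: plate controls were DMSO wells with enzyme for no effect and wells lacking enzyme for full effect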
Target sequence (Q9GZU7 76-261 limits assumed): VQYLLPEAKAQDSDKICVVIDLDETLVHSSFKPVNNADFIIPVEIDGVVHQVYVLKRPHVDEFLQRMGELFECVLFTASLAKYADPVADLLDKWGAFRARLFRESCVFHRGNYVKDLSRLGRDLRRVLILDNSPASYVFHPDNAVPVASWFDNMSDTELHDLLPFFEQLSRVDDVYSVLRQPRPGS
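Material – SCP-1 phosphatase catalytic domain, residues 76-261 · Buffer or medium – Acidic Tris acetate buffer with magnesium and detergent · Also added – Phospho 17-mer peptide substrate · Compound – single 20 µM dose, 1% DMSO · Times – 45 min room-temperature reaction, 5 min colour, 30 min stabiliser · Technique – Phosphate-binding colour reagent, absorbance read at 630 nm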
MsrA inh = bovine MsrA enzyme inhibitors, primary screen, biochemical, absorbance, HTS; AID 651718, 2012; Methionine sulfoxide reductase A (Bos taurus); inhibition, % at 15.5 µM; 0.75% of 360,000 active; purified bovine MsrA, absorbance read-out; in the data active means inhibition above about 4.5%;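 further: 0% = vehicle wells with enzyme and 100% = reference inhibitor wells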
CSN inh = inhibitors of CSN-mediated cullin deneddylation, primary screen, biochemical, fluorescence polarization, uHTS; Purified CSN, SCF-Nedd8-OG deneddylation; inhibition, % at 12.5 µM; 0.38% of 360,000 active; COP9 signalosome complex subunit 5 (Homo sapiens), Q92905;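 active means pattern-corrected inhibition above about 35%, with an unprinted fluorescence ratio check between 0.5 and 1.5, limit read from the data, passing the limit was not always enough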;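 further: 0% = enzyme with substrate and 100% = substrate without enzyme; some results filed as inactive read as strong as hits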
Target sequence (Q92905 whole entry, looked up, one chain of several): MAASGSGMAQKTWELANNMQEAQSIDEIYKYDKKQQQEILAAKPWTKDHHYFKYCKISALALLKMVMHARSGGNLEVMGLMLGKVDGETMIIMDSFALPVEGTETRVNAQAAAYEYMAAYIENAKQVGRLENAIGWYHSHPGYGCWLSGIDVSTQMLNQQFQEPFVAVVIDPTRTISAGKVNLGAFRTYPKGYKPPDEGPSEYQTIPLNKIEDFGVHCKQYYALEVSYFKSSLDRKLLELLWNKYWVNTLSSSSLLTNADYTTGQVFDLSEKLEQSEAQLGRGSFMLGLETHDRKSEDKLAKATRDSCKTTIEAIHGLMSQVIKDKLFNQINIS
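Material: human Csn5 produced in HEK293T cells; Input: enzyme 0.24 nM; Reagent: SCFSkp2-Nedd8OG substrate at 10 nM final; Dosing: 12.5 µM compound; Incubation: 90 min reaction at room temperature; Detection: fluorescence polarization of the substrate; Evaluation: % inhibition of substrate cleavage by Csn5; Control set: substrate-only high control, full reaction low control.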
SUMO1-SIM PPI = modulators of SUMO1 protein-protein interactions, primary screen, biochemical, uHTS. SUMO1 binding to a labelled peptide, TR-FRET, 1 h. inhibition, % at 20 µM. 0.33% of 360,000 active; in the data active means inhibition above about 37%
Target sequence (P63165 whole entry, looked up): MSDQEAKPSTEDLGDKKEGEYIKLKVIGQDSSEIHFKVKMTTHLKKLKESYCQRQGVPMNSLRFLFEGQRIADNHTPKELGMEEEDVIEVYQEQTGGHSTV
Rpn11 block = Rpn11 (PSMD14) deubiquitinase inhibitors, primary screen, biochemical, fluorescence polarization, uHTS. 26S proteasome non-ATPase regulatory subunit 14 (Homo sapiens), O00487. human 26S proteasome, Ub4-pepOG fluorescence polarization; 20S core pre-blocked with epoxomicin. calls only at 20 µM. 0.59% of 360,000 active. AID 588493, 2011;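 active means inhibition at 20 µM, scaled to each plate's controls, above about 33%, limit read from the data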
Target sequence (O00487 whole entry, looked up): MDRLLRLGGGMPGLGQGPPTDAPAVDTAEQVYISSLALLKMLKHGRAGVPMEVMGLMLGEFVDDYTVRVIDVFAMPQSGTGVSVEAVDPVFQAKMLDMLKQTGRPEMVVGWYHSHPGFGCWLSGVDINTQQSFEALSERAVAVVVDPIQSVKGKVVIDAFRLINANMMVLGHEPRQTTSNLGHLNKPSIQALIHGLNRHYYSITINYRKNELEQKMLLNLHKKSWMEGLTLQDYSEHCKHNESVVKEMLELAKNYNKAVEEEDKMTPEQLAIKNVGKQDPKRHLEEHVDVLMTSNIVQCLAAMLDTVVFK
LMPTP inh = LMPTP phosphatase inhibitors, primary screen, biochemical, fluorescence intensity, uHTS; recombinant LMPTP-A, OMFP fluorogenic substrate; 0.22% of 360,000 active; inhibition, % at 20 µM; Low molecular weight phosphotyrosine protein phosphatase (Homo sapiens), P24666; AID 651560, 2012;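 active means compounds that cut the enzyme signal by at least half of the control window in the single-dose screen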;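 further: plate controls were DMSO wells with enzyme plus substrate for no effect and substrate without enzyme for full effect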
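Test system: LMPTP-A, protein tyrosine phosphatase of low molecular weight; Input: 0.625 nM enzyme; Incubation: 50 min dark incubation at room temperature; Signal: endpoint fluorescence intensity from OMFP dephosphorylation; Read-out basis: % inhibition versus control wells.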
TbMetRS inhib = T. brucei MetRS inhibitors, primary screen, biochemical, luminescence; methionyl-tRNA synthetase (Trypanosoma brucei brucei); purified T. brucei MetRS, ATP depletion, Kinase-Glo luminescence; inhibition, % at 11.9 µM; 0.4% of 360,000 active; AID 624268, 2012;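 active means inhibition above a per-plate cutoff of the control wells' mean inhibition plus 3 SD, cut at about 5.5% in these data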;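 further: 0% = DMSO wells median and 100% = median of wells with control inhibitor compound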
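Measured by: Kinase-Glo luciferase luminescence reporting remaining unconsumed ATP. Material: purified T. brucei MetRS enzyme. Doses: 11.9 µM compound single dose, 0.9% DMSO. Medium: HEPES buffer containing pyrophosphatase, BSA, spermine, DTT. Times: 15 min preincubation, 2 h reaction, all 25 °C. Reagent: methionine, ATP and bulk E. coli tRNA.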
DNMT1 inh = human DNMT1 methyltransferase inhibitors, primary screen, biochemical, molecular beacon, fluorescence, HinP1I cleavage, uHTS; inhibition (reported as % activation of signal), % at 10 µM; 0.83% of 360,000 active; AID 588458, 2011; in the data active means inhibition above about 50%
STEP inh = STEP phosphatase inhibitors, primary screen, biochemical, fluorescence intensity, uHTS. Tyrosine-protein phosphatase non-receptor type 5 (Homo sapiens), P54829. recombinant STEP, OMFP fluorogenic substrate. inhibition, % at 20 µM. 0.25% of 360,000 active. AID 588621, 2011;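 active means inhibition at 20 µM, scaled per plate between control wells, above about 37%, limit read from the data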;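 further: 0% = DMSO with enzyme and substrate and 100% = substrate only without enzyme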
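Assay system: isolated STEP enzyme. Buffer or medium: pH 6.0 Bis-Tris with DTT and Tween 20. Also added: fluorogenic phosphatase substrate OMFP at 25 µM final. Dosing: 20 µM, 1% DMSO. Timing: 20 min reaction, room temperature, in the dark. Measured by: fluorescence intensity, excitation 480 nm, emission 540 nm. Evaluation: normalized % inhibition.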
NadD block = inhibitors of S. aureus NadD, primary screen, biochemical, colorimetric, uHTS. Nicotinate-nucleotide adenylyltransferase NadD (Staphylococcus aureus N315). purified NadD enzyme, colorimetric absorbance read-out. inhibition, % at 20 µM. 0.78% of 360,000 active. AID 602399, 2012; in the data active means inhibition above about 26%; further: some compounds past the cut are filed as inactive
Numbers without * were called inactive; i = inactive; . = no result given; + = active, no number; & = joins results of further samples. Rows are unselected. Share with any hit: about 3.9%.

| SMILES | Scp-1 inhibitor | MsrA inh | CSN inh | SUMO1-SIM PPI | Rpn11 block | LMPTP inh | TbMetRS inhib | DNMT1 inh | STEP inh | NadD block |
| --- | --- | --- | --- | --- | --- | --- | --- | --- | --- | --- |
| CS(=O)(=O)N(CC(=O)Nc1ccc2c(c1)OCO2)c1ccc2c(c1)OCO2 | -2 | 0.2 | 2 | 2 | i | 0.7 | -0.2 | -14 | -1 | 0 |
| C[C@H](CO)N1C[C@H](C)[C@@H](CN(C)C(=O)CC2CC2)Oc2cc(Br)ccc2S1(=O)=O | . | 1.2 | -1 | 4 | i | -1.1 | -1.2 | 1 | 2 | 6 |
| COc1ccc(/C=N/NC(=S)NCc2ccccc2)cc1OC | 1 | 2.4 | 9 | -3 | i | -0.7 | -1.6 | -1 | -1 | -1 |
| COCCCNc1c2c3c(cccc3[nH]c1=O)C(=O)c1ccccc1-2 | -2 | -0.1 | -74 | -173 | i | -30 | 0.0 | + | i | 5 |
| O=C(O)CCc1nn2c3ccccc3nc2n(Cc2ccccc2)c1=O | -9 | 1.1 | -2 | 4 | i | -1.3 | 0.3 | -3 | 2 | -3 |
| CC(C)=CCC/C(C)=C/CC/C(C)=C/CC/C(C)=C/CC1=C(C)C(=O)c2ccccc2C1=O | -1 | 0.0 | -1 | -9 | i | -0.4 | -1.5 | -4 | 0 | 9 |
| COc1cccc(CN2CCCC(CNC(=O)c3ccc(F)cc3)C2)c1OC (centres undefined) | -7 | -0.1 | 0 | 1 | i | -0.7 | -0.3 | -1 | -2 | 2 |
| COc1ccc(NC(=O)c2ccc(NC(=O)CSc3nccc(=O)[nH]3)cc2)cc1 | -8 | 1.8 | 0 | 4 | i | 0.4 | -0.8 | -4 | -1 | -2 |
| CC1(C)CC(CC(=O)O)(c2ccc(Cl)cc2)CCO1 (centres undefined) | -2 | -0.1 | -3 | 7 | i | -0.3 | -0.6 | 4 | -1 | 5 |
| O=C(NCc1cccc(Cl)c1)NC(=O)c1csc([N+](=O)[O-])c1 | -7 | -0.1 | -2 | 2 | i | -1.0 | -0.3 | 11 | -2 | 6 |
| Cn1c(CN2CCN(S(C)(=O)=O)CC2)nc2cc([N+](=O)[O-])ccc21 | -12 | 0.9 | -6 | -14 | i | -1.5 | -0.4 | -2 | 1 | -3 |
| Cc1noc(NS(=O)(=O)c2ccc(N/C=C\C(=O)c3ccncc3)cc2)c1C | 7 | 2.2 | -1 | -7 | i | -0.3 | -0.2 | 5 | 2 | 1 |
| Cc1ccc(-n2ncc3c(=O)n(CC(=O)N4CCN(c5ccccc5F)CC4)cnc32)cc1C | 15 | -0.8 | 3 | 4 | i | 7.9 | -0.7 | 9 | 0 | -2 |
| Fc1ccc(NC(=S)Nc2cccnc2)c(F)c1F | -1 | -0.3 | 1 | -5 | i | -1.4 | 0.2 | -3 | -1 | 0 |
| Cn1c(C(=O)N2CCOCC2)cnc1Sc1ncc(C(F)(F)F)cc1Cl | -10 | -0.3 | -8 | 0 | i | 0.0 | -0.6 | 3 | -5 | 0 |
| COC(=O)c1[nH]c(C)c(/C(O)=C2\C(=O)C(=O)N(CCN3CCOCC3)C2c2ccco2)c1C (centres undefined) | -9 | 1.3 | -1 | -8 | i | -0.8 | -0.7 | -1 | 0 | 1 |
| CCOc1ccc(CNC(=O)CCc2cn(C)c3ccccc23)cc1OC | -4 | 0.2 | -2 | -3 | i | -2.5 | 0.1 | 0 | -2 | -3 |
| CN(C)S(=O)(=O)c1ccc(Cl)c(NC(=O)CSc2nc3ccccc3c(=O)n2CCCN2CCOCC2)c1 | -10 | -0.3 | 1 | 1 | i | 0.1 | -0.8 | -1 | 1 | -1 |
| Cn1c(NCCCN2CCOCC2)nc2c1c(=O)n(Cc1ccc(Cl)cc1)c(=O)n2C | -1 | 1.2 | -5 | 2 | i | -5.1 | -0.3 | 0 | -1 | -4 |
| CC(C)(C)C(=O)Nc1ccc(-c2cc3cc(Cl)ccc3o2)cc1 | -27 | 0.5 | -5 | 2 | i | -2.1 | -0.6 | 7 | 1 | 4 |
| COC1=CC(=O)C(OC)=C(OC)C1=O | -8 | 1.5 | 5 | -2 | i | -1.6 | 0.3 | -4 | -1 | 1 |
| COc1ccc(CCNC(=O)C2CCN(C(=O)c3ccc(Br)cc3)CC2)cc1 | -6 | 1.1 | 1 | 3 | i | -0.4 | -0.1 | 0 | -2 | -1 |
| COc1ccc(-n2ccnc2SCC(=O)NCc2ccccc2)c(OC)c1 | -17 | -0.9 | -1 | 1 | i | -1.2 | 0.1 | 2 | 7 | 4 |
| CS(=O)(=O)c1ccc2nc(NC3(C(F)(F)F)N=C4SCCN4C3=O)sc2c1 (centres undefined) | -5 | 0.8 | -2 | -7 | i | -0.2 | -0.2 | 4 | 1 | 9 |
| O=C1OC(N2C(=O)CC[C@H]2C(=O)Nc2cccc(F)c2)c2ccccc21 (some centres undefined) | 15 | 0.2 | 5 | 3 | i | -2.2 | -0.8 | 0 | 0 | 5 |

Reprinted from the part before: two entries, followed by the next part.
| SMILES | Scp-1 inhibitor | MsrA inh | CSN inh | SUMO1-SIM PPI | Rpn11 block | LMPTP inh | TbMetRS inhib | DNMT1 inh | STEP inh | NadD block |
| --- | --- | --- | --- | --- | --- | --- | --- | --- | --- | --- |
| CS(=O)(=O)c1ccc2nc(NC3(C(F)(F)F)N=C4SCCN4C3=O)sc2c1 (centres undefined) | -5 | 0.8 | -2 | -7 | i | -0.2 | -0.2 | 4 | 1 | 9 |
| O=C1OC(N2C(=O)CC[C@H]2C(=O)Nc2cccc(F)c2)c2ccccc21 (some centres undefined) | 15 | 0.2 | 5 | 3 | i | -2.2 | -0.8 | 0 | 0 | 5 |
| COc1ccc(C(=O)N2CCN(S(=O)(=O)c3ccc(C)cc3C)CC2)cc1OC | 2 | 2.8 | 6 | 0 | i | 0.4 | 0.4 | 8 | 3 | 2 |
| COc1ccc(S(=O)(=O)NCc2cccnc2)c(Cl)c1Cl | . | -0.9 | -4 | -5 | i | -2.0 | -0.1 | 3 | -4 | -2 |
| CCc1cc(=O)oc2cc(C)cc(OCC(=O)NCCN3CCOCC3)c12 | -1 | 0.8 | 2 | 0 | i | -1.7 | -0.6 | 1 | -1 | -2 |
| O=C(OCc1cccc([N+](=O)[O-])c1)c1ccc2ccccc2n1 | -6 | -0.2 | -6 | -22 | i | -0.3 | 0.0 | 2 | -2 | -2 |
| Cc1c(OCc2ccc(C(=O)O)o2)ccc2c3c(c(=O)oc12)CCC3 | 47 | 4.8* | 9 | 6 | i | 0.2 | 1.6 | 33 | 12 | -6 |
| CC1(C)CC(=O)c2c(O)cc(OCc3ccc([N+](=O)[O-])cc3)cc2O1 | -21 | 2.8 | -2 | -5 | i | 0.8 | -0.3 | -7 | 1 | -6 |
| O=C(NCc1cccnc1)c1cc(Sc2cccc(Cl)c2)nc2ccccc12 | -3 | -0.5 | 5 | -9 | i | 1.4 | 0.0 | -7 | -2 | -2 |
| CCN(CC)S(=O)(=O)c1ccc(NC(=O)CC(NC(C)=O)c2ccccc2)cc1 (centres undefined) | -1 | 0.9 | 0 | -7 | i | -0.6 | 0.4 | -1 | 0 | 4 |
| O=C(c1ccccc1NS(=O)(=O)c1cccs1)N1CCOCC1 | -6 | -0.1 | 2 | 3 | i | -2.0 | 0.0 | 7 | 1 | 1 |
| O=C1CN(C(=O)c2ccc(F)c(S(=O)(=O)N3CCOCC3)c2)c2ccccc2N1 | -3 | -0.4 | -4 | 1 | i | -1.9 | -0.1 | -3 | 0 | 2 |
| CC(=O)c1cccc(-n2nnnc2SCC(=O)N2CCCC2)c1 | -3 | -1.3 | 3 | -4 | i | -2.0 | -0.2 | -1 | 1 | 2 |
| COc1cc(C(N)=O)cc(Br)c1OCc1ccccc1 | -9 | 0.0 | 3 | 2 | i | -0.3 | 0.6 | -8 | -2 | -6 |
| c1ccc(Cn2ncc3c(Nc4ccccc4)ncnc32)cc1 | -11 | 0.8 | 4 | 1 | i | -0.1 | -0.5 | -2 | -1 | -5 |
| Cn1c(C(=O)N[C@@H](Cc2ccccc2)C(=O)O)cc2cc(F)ccc21 | 18 | 0.8 | 2 | 5 | i | 0.0 | 0.1 | -2 | 4 | -3 |
| CN(Cc1ccc(Cl)c(Cl)c1)C(=O)c1[nH]c(C(F)(F)F)nc1-c1ccccc1 | . | 0.2 | -2 | 7 | i | -1.0 | 0.1 | 0 | -3 | -8 |
| COc1ccc(/C=C/C(=O)N2CCN(S(=O)(=O)c3ccccc3)CC2)cc1OC | -11 | 3.3 | -1 | -6 | i | -0.7 | 0.0 | -2 | -2 | -6 |
| O=C(O)c1ccc(-n2nc(C(F)(F)F)c3c2CCCC3)cc1 | 5&7 | -0.2&-0.3 | 0&3 | -1&0 | i | -1.8&0.4 | -0.8&-1.3 | 0&8 | -1&0 | 2&-3 |
| CCNc1nc(NCC)n2c(SCC(=O)Nc3ccc(C)cc3Br)nnc2n1 | -10 | -1.5 | -1 | 3 | i | -0.3 | 0.0 | -1 | 1 | -1 |
| Fc1ccccc1-c1nc(-c2ccc(Cl)cc2)no1 | -10 | -1.0 | 0 | 2 | i | -0.4 | -0.9 | 7 | -1 | -4 |
| COc1ccc(OCC(=O)Nn2c(-c3ccc(C)cc3)nc3ccccc3c2=O)cc1 | -7 | -0.4 | -4 | 7 | i | 1.1 | 0.5 | -1 | -2 | 0 |
| Nc1nonc1-n1nnc(C(=O)N/N=C/c2ccc(OCc3cccc(Cl)c3)cc2)c1CN1CCCCC1 | -8 | 0.9 | -2 | -4 | i | 4.0 | -0.3 | -5 | 1 | 22 |

Screening data: PubChem BioAssay, several laboratories
